GSK3beta inhib – inhibitors of human GSK3beta kinase. P49841. GST-GSK3beta kinase, ADP-Glo luminescence, 60 min; active compounds read low. activity score (negative = inhibition), % at 10 µM. 300,000 tested, 0.038% active. AID 2097;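 active = more than half of replicate wells score below -50%, meaning over 50% inhibition versus plate controls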;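 also: 0% = median DMSO wells and -100% = median GW8510 positive control wells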
Target sequence (P49841 whole entry, looked up): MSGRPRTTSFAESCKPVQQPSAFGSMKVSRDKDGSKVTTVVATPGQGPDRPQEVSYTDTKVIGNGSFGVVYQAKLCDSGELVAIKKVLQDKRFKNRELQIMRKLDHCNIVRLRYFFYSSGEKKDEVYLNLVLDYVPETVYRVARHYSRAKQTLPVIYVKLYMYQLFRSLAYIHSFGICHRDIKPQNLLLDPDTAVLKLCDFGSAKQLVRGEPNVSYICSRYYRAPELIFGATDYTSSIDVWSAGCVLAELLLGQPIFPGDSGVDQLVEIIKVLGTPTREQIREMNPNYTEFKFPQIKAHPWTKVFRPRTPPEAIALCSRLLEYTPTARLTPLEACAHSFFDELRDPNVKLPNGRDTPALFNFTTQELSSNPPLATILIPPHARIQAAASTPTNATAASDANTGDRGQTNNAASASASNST
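test system = GST-tagged human GSK3beta kinase, cell-free | reagent = 25 µM ATP with peptide substrate | dosing = one dose of 10 µM per compound | schedule = 60 min reaction, RT | detection = luminescent ADP-Glo measurement of ADP formed | control set = DMSO neutral wells and GW8510 at 20 µM as positive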
KCNQ1 act – potentiators or activators of human KCNQ1 potassium channel; CHO-K1 KCNQ1, thallium flux FluxOR fluorescence; active compounds read high; AID 2648; P51787; B-score at 10 µM; 310,000 tested, 0.35% active;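 active = fluorescence ratio B-score, a plate-corrected score, at least three library SD, with initial intensity B-score within 5 SD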
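Material: CHO-K1 cells stably expressing KCNQ1. Medium: assay buffer for compound exposure, DMSO matched across wells. Reagent: K+/Tl+ depolarizing stimulus. Compound dosing: single-concentration screen. Times: 37 °C overnight plating, 90-min dark dye load, 20-min compound pretreatment. Technique: FluxOR Tl+ flux fluorescence.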
KCNQ1 block – blocks the human KCNQ1 potassium channel | 310,000 tested, 1.3% active | P51787 | CHO-K1 KCNQ1, FluxOR thallium flux fluorescence; active compounds read high | AID 2642 | B-score at 10 µM;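 active = compounds whose thallium flux B-score, printed positive for inhibition, exceeds three library SD while starting fluorescence stays within three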;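 also: channel opened by potassium depolarization with thallium stimulus after 20 min compound exposure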
HDAC3 inh – human HDAC3 inhibition; O15379; recombinant HDAC3, fluorogenic peptide/trypsin coupled, fluorescence; inhibition, % at 8.3 µM; 320,000 tested, 0.15% active; in the data active = inhibition above about 26%, passing the limit was not always enough
KCNK3 block – human KCNK3 channel inhibition, primary screen; CHO-KCNK3 thallium flux, FluxOR fluorescence; active compounds read low; 340,000 tested, 0.84% active; AID 602410; B-score at 10 µM; O14649;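 active = B-score under library mean minus 4 SD, starting fluorescence ratio at most library mean plus 5 SD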;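 also: more negative B-score means stronger inhibition of thallium flux through KCNK3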
KCNK9 block – human KCNK9 channel inhibition; AID 488922; 310,000 tested, 1.2% active; Q9NPC2; HEK293 KCNK9, FluxOR thallium flux fluorescence; active compounds read low; B-score at 10 µM;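 active = ratio B-score over 3 SD below the library mean, with starting fluorescence within 5 SD of its mean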;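 also: negative B-score means less thallium flux so channel inhibition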
Target sequence (Q9NPC2 whole entry, looked up): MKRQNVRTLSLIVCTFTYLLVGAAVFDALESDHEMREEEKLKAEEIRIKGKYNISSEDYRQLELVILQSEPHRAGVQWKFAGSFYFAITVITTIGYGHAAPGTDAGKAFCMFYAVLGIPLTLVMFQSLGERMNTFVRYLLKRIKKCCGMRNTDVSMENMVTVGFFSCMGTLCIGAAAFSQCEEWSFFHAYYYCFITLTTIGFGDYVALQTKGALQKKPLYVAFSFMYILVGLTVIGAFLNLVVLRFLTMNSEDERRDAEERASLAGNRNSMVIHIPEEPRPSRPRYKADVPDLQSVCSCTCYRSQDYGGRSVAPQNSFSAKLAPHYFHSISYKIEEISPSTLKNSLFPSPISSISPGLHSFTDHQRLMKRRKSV
hERG rescue – hERG (human) protection from proarrhythmic block; 310,000 tested, 0.51% active; CHO-hERG, FluxOR thallium flux, dofetilide IC70 present; activation (rescue from dofetilide block), less the hit threshold, % at 10 µM; AID 1511; Q12809;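 active = activation above the mean of controls blocked by dofetilide plus 5 SD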;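 also: thallium influx through hERG after potassium depolarization seen as dye fluorescence rise; in these data hits start at about 4.7%; inactives centre near -7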
GSK3 alpha inh – human GSK-3 alpha kinase inhibition; P49840; ADP-Glo luminescence, 60 min; inhibition, % at 10 µM; 320,000 tested, 0.1% active;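 in the data active = inhibition above about 50%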;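 also: GST-tagged GSK-3 alpha with peptide substrate and 25 µM ATP; 0% = DMSO neutral wells and 100% = GW8510 positive control wells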
PolyA inhibitor – yeast polyadenylation inhibition; calls only at 12 µM; S. cerevisiae SKY197-pL101 polyadenylation reporter, beta-gal luminescence; efflux-impaired pdr1/pdr3 knockout yeast; score 100 = 6 SD above DMSO; 300,000 tested, 0.02% active;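 active = lowest replicate activity score at least 50, where 100 means six control SD above control mean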;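 also: yeast exposed to compound for 9 h at 30 °C; higher score means more reporter readthrough which indicates perturbed polyadenylation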
RGS4 pot – RGS4 potentiation or activation. 310,000 tested, 0.92% active. HEK293 M3R/inducible RGS4, carbachol calcium flux Fluo4; active compounds read low. B-score at 10 µM;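 active = B-score of the integrated calcium signal more than 4 SD below the library mean, with starting fluorescence not abnormally high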;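 also: negative B-score means reduced calcium response which marks RGS4 activation or potentiation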
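Detection: kinetic calcium fluorescence imaging with Fluo4-AM dye, 2 µM / Material: HEK293 cells with stable M3R and inducible RGS4 / Schedule: recording 10 s baseline at 1 Hz, 100 s post-agonist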
DYRK1A inh – inhibitors of rat Dyrk1A kinase. Q63470. ADP-Glo luminescence, NFATc1 peptide. inhibition, % at 12.5 µM. 310,000 tested, 0.43% active. AID 504441; in the data active = inhibition above about 50%;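 also: plate controls were vehicle with enzyme for no effect and no enzyme for full effect; many of its hits are not listed in these tables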
Numbers without * were called inactive; i = inactive; / = not tested or not shown. Not all compounds are listed (hit frequency here may not be typical).

molecule	KCNQ1 block	PolyA inhibitor	GSK3beta inhib	KCNQ1 act	DYRK1A inh	hERG rescue	GSK3 alpha inh	KCNK9 block	RGS4 pot	KCNK3 block	HDAC3 inh
CCCCN(C(=O)NC(=O)Nc1ccccc1OC)S(C)(=O)=O	i	i	-1	i	-3	0	0	i	i	i	0
Cc1ccc(S(=O)(=O)N2CCN(S(=O)(=O)N3CCCCC3)CC2)cc1	i	i	-3	i	-5	-15	2	i	i	i	-1
COc1ccc(CSc2nnc(SCc3ccc([N+](=O)[O-])cc3)s2)cc1	i	i	2	i	-5	-10	-1	i	i	i	-11
O=C(NC(=S)Nc1nc(-c2ccc(Br)cc2)cs1)c1cccnc1	i	i	2	i	11	-9	-1	i	i	i	0
COCCN1C(=O)C(=O)/C(=C(/O)c2ccc(S(=O)(=O)N3CCOCC3)cc2)C1c1cccc(O)c1 (centres undefined)	i	i	-1	i	-4	-8	/	i	i	i	-5
CCOC(=O)c1ccc(NC(=O)CN(c2ccc(C)cc2)S(=O)(=O)c2c(C)n[nH]c2C)cc1	i	i	2	i	-5	-6	0	i	i	i	6
COc1ccc(N2CCN(C(=O)CNC(=O)Cn3cnc4sc(C)c(C)c4c3=O)CC2)cc1	i	i	0	i	-1	-7	-1	i	i	i	-8
CCN1CCN(C(=O)CN2C(=O)c3cccc4cccc2c34)CC1	i	i	1	i	5	-4	-2	i	i	i	2
C/C(=N\NC(=O)Cc1c(C)[nH][nH]c1=O)c1ccc(Cl)c(Cl)c1	i	i	-3	i	-2	-8	1	i	i	i	0
CCn1cc(C(=O)NCCC(C)C)c(=O)c2cc(F)c(N3CCN(C(=O)c4ccco4)CC3)cc21	i	i	/	i	4	-17	-1	i	i	i	-10
COc1ccccc1Nc1nc(N)nc(CN(C)C2CCCCC2)n1	i	i	1	i	-1	-4	0	i	i	i	/
CC/C(C)=C1\SC(N2CCOCC2)=NC1=O	i	i	-2	i	1	-6	-2	i	i	i	-2
Cc1ccc(NS(=O)(=O)c2ccc(Cl)s2)cc1S(=O)(=O)N(C)C	i	i	3	i	-1	-3	-1	i	i	i	3
O=C(C1CCN(Cc2ccc(F)cc2)CC1)N(CCO)Cc1ccccc1	i	i	-3	i	2	-10	-1	i	i	i	0
Cc1ccc(-c2c(C#N)c(N)nc3c2CCCCCC3)o1	i	i	6	i	-2	-3	-1	i	i	i	2
CCOCCCNC(=S)N1C2CCC1CC(NC(=O)NC1CCCCC1)C2 (centres undefined)	i	i	-1	i	/	-6	0	i	i	i	-3
Cc1c(C(=O)N2CCN(CCc3ccccn3)CC2)oc2ccc(F)cc12	i	i	1	i	-9	-6	-1	i	i	i	0
COc1ccc([C@@H]2C[C@@H](c3ccccc3)Oc3cc(OC)c(OC)c(OC)c32)cc1	i	i	0	i	8	-2	/	i	i	i	/
O=C(NC1CC1)C1CCN(c2ccc(S(=O)(=O)N3CCOCC3)cc2Cl)CC1	i	i	-6	i	10	-6	-3	i	i	i	-4
COc1ccc(C(CCN2CCCC(C)C2)c2c(OC)cc(OC)c3c2OC(=O)CC3c2cc(OC)c(OC)c(OC)c2)cc1 (centres undefined)	i	i	0	i	4	-13	-1	i	i	i	3
O=C(CSc1cccc2cccnc12)Nc1ccccc1F	i	i	1	i	4	-2	-2	i	i	i	-4
COc1ccc(OCCn2c(NC(=O)c3ccco3)nc3ccccc32)cc1	i	i	-1	i	5	-4	-3	i	i	i	4
COc1ccc(NC(=O)CNCCC2=CCCCC2)cc1	i	i	1	i	8	-7	2	i	i	i	0
CC(=O)c1ccccc1NC(=O)c1ccc2c(c1)NC(=O)C(C)S2 (centres undefined)	i	i	1	i	16	-15	-1	i	i	i	6
Cc1ccc(S(=O)(=O)N2CCN(C(=O)c3cc(=O)[nH]c4ccccc34)CC2)c(C)c1	i	i	-4	i	-5	-24	-6	i	i	i	3

The list goes on.
molecule	KCNQ1 block	PolyA inhibitor	GSK3beta inhib	KCNQ1 act	DYRK1A inh	hERG rescue	GSK3 alpha inh	KCNK9 block	RGS4 pot	KCNK3 block	HDAC3 inh
CCn1cnc2c1c(=O)n(Cc1cccc([N+](=O)[O-])c1)c(=O)n2Cc1ccccc1	i	i	3	i	-4	-7	0	i	i	i	5
Clc1ccc(CSc2nnc(/C=C/c3ccccc3)o2)cc1	i	i	-1	i	/	-8	2	i	i	i	0
CC(=O)N1CCN=C1SCc1ccccc1Cl	i	i	2	i	3	3	-2	i	i	i	-3
CC1(C)Cc2c(c(=S)nc(-c3ccccc3)n2CCOCCO)CO1	i	i	1	i	-6	-1	-1	i	i	i	5
CSc1ccc(Cl)c(C(=O)NCc2ccco2)c1	i	i	-1	i	3	-5	0	i	i	i	-5
CC(=O)Nc1ccc2[nH]c(C)c(CC=C(Cl)Cl)c(=O)c2c1	i	i	3	i	3	-16	0	i	i	i	4
Cc1ccccc1-c1noc(CCC(=O)NCc2ccco2)n1	i	i	1	i	/	-9	-1	i	i	i	-6
CCC(C)(C)NC(=O)C(c1cccc(OC)c1OC)N(Cc1ccccc1)C(=O)CCC(=O)Nc1cc(C)on1 (centres undefined)	i	i	-3	i	-7	-9	-1	i	i	i	7
COc1ccc(N2CC(NS(=O)(=O)c3cccs3)CC2=O)cc1 (centres undefined)	i	i	2	i	5	-14	0	i	i	i	1
Cc1cc(Nc2ccc3c(c2)OCCO3)c2cccc(C)c2n1	i	i	0	i	3	-10	-3	i	i	i	-3
Cc1ccc(NC(=O)Cc2noc3ccccc23)nc1	i	i	2	i	6	-13	10	i	i	i	-2
CN(C)CCN(C)Cc1c2ccccc2c(CN(C)CCN(C)C)c2ccccc12	i	i	-22	i	7	-10	3	i	i	i	-2
Cc1ccccc1Cn1cc(NC(=O)c2nn(C)cc2Cl)cn1	i	i	1	i	2	-3	/	i	i	i	/
Cc1cccc(N2C(=O)C(Oc3ccc(Cl)cc3Cl)C2C(=O)O)c1C (centres undefined)	i	i	7	i	0	-5	-5	i	i	i	-5
CCC(=O)n1nc(-c2cccnc2)nc1NCc1ccc(OC)cc1	i	i	1	i	2	-11	-1	i	i	i	3
Clc1ccc(C=NC23CN4CN(CN(C4)C2)C3)cc1	i	i	-3	i	2	-7	-3	i	i	i	-3
O=C(COC(=O)c1cccs1)NCc1ccco1	i	i	3	i	-3	-11	-1	i	i	i	7
CCN(CC(=O)NCc1ccc(Cl)cc1)C(=O)CSc1cccc(C(F)(F)F)c1	i	i	/	i	13	-2	-1	i	i	i	1
N#Cc1nc(Cc2cccc3ccccc23)oc1NCCN1CCCCC1	i	i	-1	i	1	-10	0	i	i	i	6
Cc1ccccc1C(=O)Nc1nnc(-c2ccc(C(C)(C)C)cc2)s1	i	i	-1	i	-4	-6	12	i	i	i	-2
COC(=O)C1CN(S(=O)(=O)c2cc(OC)ccc2OC)CCS1 (centres undefined)	i	i	1	i	-5	-4	-3	i	i	i	0
Cc1nc2ccccc2n1/N=C/c1ccc([N+](=O)[O-])s1	i	i	0	i	1	-5	-1	i	i	i	0
CCOC(=O)c1nnn(-c2nonc2-n2cccc2)c1C	i	i	-5	i	-1	-7	1	i	i	i	0
COc1cccc(C2CC(=O)Nc3cc(OC)c(OC)c(OC)c32)c1OC (centres undefined)	i	i	2	i	6	-7	1	i	i	i	4
CC(=O)Oc1ccc(N2C(=O)C3C4C=CC(C5CC45)C3C2=O)cc1[N+](=O)[O-] (centres undefined)	i	i	0	i	0	-13	7	i	i	i	-1

Fetched one by one from above:
molecule	KCNQ1 block	PolyA inhibitor	GSK3beta inhib	KCNQ1 act	DYRK1A inh	hERG rescue	GSK3 alpha inh	KCNK9 block	RGS4 pot	KCNK3 block	HDAC3 inh
Cc1nc2ccccc2n1/N=C/c1ccc([N+](=O)[O-])s1	i	i	0	i	1	-5	-1	i	i	i	0
Clc1ccc(CSc2nnc(/C=C/c3ccccc3)o2)cc1	i	i	-1	i	/	-8	2	i	i	i	0

Remaining list, next part
molecule	KCNQ1 block	PolyA inhibitor	GSK3beta inhib	KCNQ1 act	DYRK1A inh	hERG rescue	GSK3 alpha inh	KCNK9 block	RGS4 pot	KCNK3 block	HDAC3 inh
CCN(CC(=O)Nc1ccc2c(c1)OCCO2)C(=O)c1cccc(S(=O)(=O)N2CCOCC2)c1	i	i	-1	i	0	-9	-1	i	i	i	2
O=C(CSc1nccc2ccccc12)N1CCN(c2ccccn2)CC1	i	i	0	i	11	-17	-1	i	i	i	10
CC1CC(c2ccccc2)n2nc(NC(=O)c3cccs3)nc2N1 (centres undefined)	i	i	0	i	6	-9	-1	i	i	i	-4
COc1ccc(-c2[nH]ncc2/C=N\NC(=O)c2cccs2)cc1OC	i	/	-13	i	16	-20	/	i	i	i	15
O=C(NCc1ccccc1)/C(=C/c1ccc([N+](=O)[O-])cc1)NC(=O)c1ccco1	i	i	-4	i	-3	-12	13	i	i	i	9
CC(NC(=O)c1ccccc1N)c1ccccc1 (centres undefined)	i	i	-5	i	15	-13	1	i	i	i	-25
CCOc1ccc(NC(=O)C2CCCN(S(=O)(=O)c3ccc4c(c3)CCCN4C(C)=O)C2)cc1 (centres undefined)	i	i	0	i	/	-6	0	i	i	i	4
O=C(COc1ccc(Cl)cc1)NCCS(=O)(=O)N1CCN(c2ccccc2F)CC1	i	i	-1	i	-2	-4	-1	i	i	i	0
CCOc1cc(NC(=S)NCCCN2CCOCC2)c(OCC)cc1NC(=O)c1ccccc1	i	i	-19	i	1	-2	0	i	i	i	-6

4 entries from above, with two lines to a compound:
Each structure is followed by: KCNQ1 block, PolyA inhibitor, GSK3beta inhib, KCNQ1 act, DYRK1A inh, hERG rescue, GSK3 alpha inh, KCNK9 block, RGS4 pot, KCNK3 block, HDAC3 inh
COc1ccc(-c2[nH]ncc2/C=N\NC(=O)c2cccs2)cc1OC
  i, /, -13, i, 16, -20, /, i, i, i, 15
O=C(NCc1ccccc1)/C(=C/c1ccc([N+](=O)[O-])cc1)NC(=O)c1ccco1
  i, i, -4, i, -3, -12, 13, i, i, i, 9
CC1CC(c2ccccc2)n2nc(NC(=O)c3cccs3)nc2N1 (centres undefined)
  i, i, 0, i, 6, -9, -1, i, i, i, -4
O=C(CSc1nccc2ccccc12)N1CCN(c2ccccn2)CC1
  i, i, 0, i, 11, -17, -1, i, i, i, 10

Source: PubChem BioAssay (several laboratories)
